Screening results as filed in PubChem.
Chronic BCR inh = inhibitors of chronic active B-cell receptor signaling; Potency, µM (series often up to 46.1 µM), inactives show at the top dose ratio change, negative = lower green/red ratio, usual class: inhibitors; ABC-DLBCL IkBa-CBG/CBR reporter, luminescence ratio, 4 h; hit rate 0.05% among 340,000; active = well fitted inhibition curve with a large enough effect in the signal ratio, with a control signal flat, not every such curve was filed as active; inconclusive = small, poorly fitted or top-dose-only effect, or effect the other way, or a change in a side signal; the % refers to the signal ratio;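 note: potency is the fitted concentration of half-maximal effect; plate controls were basal doxycycline-induced cells for no effect and cells given 10 µM MG132 for full effect; MG132 reads +100%, hits lower the ratio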
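Concentration-response series (up to 46 uM) were applied to TMD8 dual-reporter cells for 4 h at 37C with doxycycline. Green/red ratio, after filter-overlap correction, defined %Activity; red signal alone was normalised to basal cells and zero luminescence.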
GALK inh = blocks human galactokinase activity. P51570. Purified GALK, Kinase-Glo residual ATP luminescence. Potency, µM (doses to about 57.5 µM), for inactives: top-dose activity change, negative = inhibition, usual class: inhibitors. hit rate 0.007% among 270,000; note: potency is the fitted concentration of half-maximal effect
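Luminescence from leftover ATP (Ultra-Glo luciferase/luciferin) served as read-out after a 1 h room-temperature reaction of 5 nM GALK with 35 uM ATP and 100 uM galactose.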
Coupling enz = counter-screen for Giardia aldolase inhibitors: coupling enzyme system. coupling enzyme system counterscreen, AmpLite Red fluorescence. activity change, negative = inhibition, % at 58.2 µM, hits read low. hit rate 0.67% among 290,000. AID 2472; in the data active = activity change below about -30%
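First, compound is pin-transferred into glyceraldehyde-3-phosphate coupling-enzyme reagent at 57.5 uM final and held 10 min at RT. Next, substrate, coupling system and AmpLite Red are added. After 20 min RT, fluorescence (525/598 nm) is read.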
PKM2 act = increases activity of human pyruvate kinase M2; P14618; Potency, µM (series often up to 57.5 µM), for inactives: top-dose activation, hits mostly activators; purified PKM2, Kinase-Glo ATP luminescence, activation; response scale: 0% is enzyme alone, no compound; hit rate 0.34% among 260,000; note: potency is the fitted concentration of half-maximal effect; nearly all actives have a fitted effect of over 55% in size
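Purified hPK-M2 (>95% pure) converted ADP (0.1 mM final) to ATP with 0.5 mM PEP in 50 mM imidazole pH7.2, KCl, MgCl2, Tween 20, BSA; 1 h at room temperature. ATP detected by Kinase-Glo luminescence.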
KCNH2 WT inh = blocks the wildtype human KCNH2 potassium channel. U2OS, BacMam KCNH2, thallium flux FluxOr; hits give low values. activity change, % at 1.84 µM. AID 720551. hit rate 0.37% among 340,000. Q12809;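 active = maximum activity change below -70%; inconclusive = maximum activity change between -70% and -50%; inactive = maximum activity change above -50%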
Target sequence (Q12809 whole entry, looked up): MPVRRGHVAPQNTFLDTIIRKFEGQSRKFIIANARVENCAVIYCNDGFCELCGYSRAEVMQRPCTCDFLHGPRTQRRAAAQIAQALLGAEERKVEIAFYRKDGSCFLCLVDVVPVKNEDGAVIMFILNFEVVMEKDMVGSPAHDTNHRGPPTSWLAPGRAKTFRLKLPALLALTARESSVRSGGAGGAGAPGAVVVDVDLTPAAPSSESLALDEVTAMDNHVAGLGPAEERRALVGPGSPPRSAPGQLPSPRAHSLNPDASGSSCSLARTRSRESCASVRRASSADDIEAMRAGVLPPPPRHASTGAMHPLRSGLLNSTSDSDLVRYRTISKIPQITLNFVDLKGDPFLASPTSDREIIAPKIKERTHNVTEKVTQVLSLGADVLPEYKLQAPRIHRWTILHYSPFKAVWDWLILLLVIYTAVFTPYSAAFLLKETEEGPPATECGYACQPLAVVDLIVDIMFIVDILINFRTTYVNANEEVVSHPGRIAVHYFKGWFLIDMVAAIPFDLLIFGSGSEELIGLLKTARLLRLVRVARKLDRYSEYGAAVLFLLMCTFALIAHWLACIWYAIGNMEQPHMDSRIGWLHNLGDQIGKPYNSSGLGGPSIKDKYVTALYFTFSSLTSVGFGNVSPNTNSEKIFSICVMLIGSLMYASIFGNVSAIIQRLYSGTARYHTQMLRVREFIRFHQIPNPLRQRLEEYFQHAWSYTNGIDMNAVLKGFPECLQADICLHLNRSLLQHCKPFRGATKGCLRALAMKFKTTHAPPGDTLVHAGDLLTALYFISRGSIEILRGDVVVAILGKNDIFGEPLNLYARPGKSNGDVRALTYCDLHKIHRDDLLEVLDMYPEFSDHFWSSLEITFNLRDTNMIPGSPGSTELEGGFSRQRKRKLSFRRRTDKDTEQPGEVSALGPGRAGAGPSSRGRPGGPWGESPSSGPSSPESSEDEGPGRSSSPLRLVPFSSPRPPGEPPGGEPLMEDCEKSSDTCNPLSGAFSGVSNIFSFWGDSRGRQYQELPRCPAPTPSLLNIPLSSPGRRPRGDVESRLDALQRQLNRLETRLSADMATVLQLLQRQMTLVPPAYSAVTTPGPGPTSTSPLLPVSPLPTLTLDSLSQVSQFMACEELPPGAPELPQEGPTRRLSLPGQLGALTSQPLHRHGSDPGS
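U2OS cells were transduced with wild-type KCNH2 virus (2.03 x 10^8 / mL) for 4 h at room temperature, then cultured overnight at 37 C. Thallium flux was read with FluxOr dye. Rate constants were normalized to DMSO controls.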
KCNH2 3.1 inh = KCNH2 3.1 (human) potassium channel inhibition | U2OS KCNH2 3.1, thallium flux FluxOr; hits give low values | activity change, % (tested at about 1.8 µM) | hit rate 0.95% among 340,000 | AID 720553;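 active = maximum activity change below -70%; inconclusive = maximum activity change from -70% to -50%; inactive = maximum activity change above -50%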;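 note: thallium influx rate constant from kinetic fluorescence after stimulation buffer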
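FluxOr-based Tl+ influx in U2OS cells transduced with KCNH2 3.1 virus; rate constants normalized to DMSO controls.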
Giardia killer = kills Giardia lamblia. Giardia lamblia trophozoite viability. hit rate 0.15% among 340,000. activity change, % at 7.66 µM, hits read low; in the data active = activity change below about -80%; inconclusive = between about -30% and that limit;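 note: parasites exposed to compound for two days anaerobically before the ATP read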
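Each well holds 100 Giardia trophozoites and compound. After two days (48 hrs) at 37 deg C in anaerobic conditions, ATP is quantified by luminescence.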
uPA generation = blocks generation of uPA at the cell surface; AID 540303; cell surface uPA generation assay, qHTS; Potency, µM (doses to about 38.3 µM), without a hit: at the top dose activity change, negative = inhibition, usual class: inhibitors; hit rate 0.31% among 330,000; active = well fitted inhibition curve with a large enough effect; inconclusive = small, poorly fitted or top-dose-only effect; inactive = no such curve, though single readings can be large or run the other way; tested in mouse RAW 264.7 cells; note: potency is the fitted concentration of half-maximal effect; nearly all actives have a fitted effect of over 55% in size
USP2a block = blocks human ubiquitin-specific protease USP2a. hit rate 0.01% among 330,000. Potency, µM (highest dose often 38.3 µM), for inactives: at the highest dose activity change, negative = inhibition, usual class: inhibitors. O75604. USP2 core, Ub-CHOP2 coupled fluorogenic reporter, 485/531;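 note: potency is the fitted concentration of half-maximal effect; plate controls were DMSO wells for no effect and full inhibition by NEM control for full effect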
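Cell-free coupled assay: 10nM USP2 core preincubated 30min RT with compound in Tris-HCl pH 8.0/CaCl2/CHAPS buffer, then 25nM Ub-CHOP2 and 25nM reporter substrate; fluorescence (Ex 485/Em 531) read after 60min RT, normalized to NEM inhibition, concentration-response curves fitted.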
Eya2 phos inh = Eya2 (human) phosphatase inhibition; hit rate 0.006% among 330,000; recombinant Eya2, OMFP fluorescence dephosphorylation (OMFP is methylfluorescein phosphate); Potency, µM (titrated, usually from 76.9 µM), inactives show top-dose activity, negative = inhibition, hits mostly inhibitors; O00167; AID 488837; note: potency is the fitted concentration of half-maximal effect
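Eya2 (0.2 uM) preincubated 10 min at ambient with compound, then OMFP substrate added at 50 uM; 10 min reaction in 50 mM HEPES pH 7.5, 50 mM NaCl, 5 uM MgCl2, 0.05% BSA, 1 mM DTT. Fluorescence read at Ex 485/Em 525 nm.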
B2AR arrestin = agonists driving beta-arrestin recruitment to human beta2-adrenergic receptor; P07550; beta-arrestin recruitment to beta2AR, cell-based reporter; Potency, µM (series often up to 46.1 µM), for the others: top-dose activation, most hits filed as activators; hit rate 0.02% among 330,000; AID 492947;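 note: potency is the fitted concentration of half-maximal effect; 0% = DMSO controls and full agonism = EC100 isoproterenol or metaproterenol; nearly all actives have a fitted effect of over 65% in size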
Active calls of the source: *; ? = inconclusive; . = no result given; & = joins results of further samples; [ ] = dose if it differs, or a comment. Unless noted, calls come from the whole dose curve; as a rule, active = well fitted curve in the direction sought with a large enough effect; inconclusive = small, poorly fitted or top-dose-only effect, or another doubt; inactive = no such curve, though single readings can be large; an effect the other way counts as inactive or inconclusive. Unless noted, % is set by controls: 0 for no effect and ±100 for the full control effect.

SMILES	Chronic BCR inh	GALK inh	Coupling enz	PKM2 act	KCNH2 WT inh	KCNH2 3.1 inh	Giardia killer	uPA generation	USP2a block	Eya2 phos inh	B2AR arrestin
O=C(O)CCCN1C(=O)/C(=C/c2cn(-c3ccccc3)nc2-c2cccs2)SC1=S	?	-1%	8	9%	-3	11	9	2%	30%	1%	-0.7%
CCCCC1(Cc2ccc(OC)c([N+](=O)[O-])c2)C(=O)N(c2ccccc2)N(c2ccccc2)C1=O	1%	0%	-4	8%	6	-18	4	0%	-1%	-25%	-0.1%
O=C(Cc1cccs1)N1CCN(S(=O)(=O)c2ccc(Br)cc2)CC1	-5%	.	4	3.2µM*	2	-3	-22	-5%	0%	-5%	-0.5%
CCCCCCNS(=O)(=O)c1ccccc1Br	1%	-1%	0&-5	21%	3	-2	-26&-29	-9%	5%	-13%	-0.1%
COc1nccnc1NS(=O)(=O)c1ccc(NC(=O)c2cccc(C)c2)cc1	0%	1%	5	-5%	.	2	-3	5%	3%	2%	-0.4%
COc1ccccc1NC(=O)Cn1nnc(C(=O)NCc2cccs2)c1N	?	1%	1	2%[0.46 µM]	15	6	6	?	1%	-12%	0.2%
Cc1noc(C)c1C(=O)N1CCc2ccccc21	12%	-2%	1	-2%	-2	7	6	5%	-1%	12%	-0.3%
Cc1ccc(C)c(OCC(=O)Nc2nc3ccc([N+](=O)[O-])cc3s2)c1	2%	2%	-2	1%	4	-4	-3	14%	2%	3%	-0.6%
CCC1(c2ccccc2)NC(=O)N(CC(=O)Nc2ccc(N3CCCC3)cc2C)C1=O (stereo unspecified)	-27%	.	.	.	8	23	-4	10%	0%	19%	-0.2%
CC(=O)N/C(=C\c1ccccc1)C(=O)OCC(=O)N(C)C1CCCCC1	1%	1%	0	0%	-1	4	6	-7%	2%	4%	0.2%
O=C(N/N=C/c1ccc(O)c(O)c1)NC12CC3CC(CC(C3)C1)C2	?	4%	-2	.	-2	2	-21	-12%	-8%	-3%	0.2%
O=C(NC(=O)N1CCN(c2ccccc2F)CC1)c1ccccc1	?	0%	-1	-1%	-23	2	-9	11%	2%	5%	-0.2%
CC1(C(=O)NCCCN2CCOCC2)Oc2cccnc2NC1=O (stereo unspecified)	5%	3%	2	-4%	2	4	-7	-2%	-8%	3%	0.1%
Cc1ccc2nc(N/C(=N/S(=O)(=O)c3ccc(F)cc3)c3ccccc3)sc2c1	?	-1%	6	-4%	14	-4	7	3%	-5%	-9%	-1.0%
CC1CCc2[nH]c3ccc(C(=O)N(C)CC(=O)Nc4cccc(F)c4)cc3c2C1 (stereo unspecified)	13%	.	.	.	3	13	-7	-4%	-5%	-20%	-4.3%
Cc1cccc(C(=O)NNC2=CC(=O)CC(C)(C)C2)c1O	?	12%	1	-11%	-3	12	2	0%	17%	9%	-0.7%
COc1cc(OC)c(OC)cc1CN1CCN(Cc2ccco2)CC1	7%	-1%	1	-1%	2	16	-12	4%	-1%	-12%	0.5%
COc1cccc(NC(=O)[C@H](CC(C)C)NC(=O)[C@@H]2Cc3ccccc3CN2)c1	?	6%	.	.	12	-1	-13	-3%	0%	-3%	2.6%
COc1ccccc1O	8%	.	0	-2%	-9	7	4	6%	-4%	11%	-0.2%
Cc1nn(-c2ccccc2)c2c1C1(C(=O)N(C(C)C)c3ccccc31)C(C#N)=C(N)O2 (stereo unspecified)	0%	2%	-55*	-1%	-1	3	-5	-1%	-7%	12%	-0.4%
c1ccc(-c2nc(-c3ccccn3)nc(-c3ccccn3)n2)nc1	-2%	-1%	0	-8%	1	14	-5	-10%	-3%	11%	0.1%
CCn1c(CNc2ccc(C(=O)O)cc2)nc2ccccc21	.	2%	8	-3%	7	16	-4	8%	.	.	.
Cc1ccccc1C(=O)Oc1ccccc1N1C(=O)C2CC=CCC2C1=O (stereo unspecified)	0%	0%	2	-6%	-7	-36	-1	-1%	2%	-1%	0.4%
O=C(CN1C(=O)C2C3C=CC(C4CC34)C2C1=O)OCC(=O)c1ccccc1 (stereo unspecified)	2%	1%	0	-10%	2	7	-17	1%	2%	4%	-0.3%
CC(C)c1ncc(C(O)c2ccccc2)n1C (stereo unspecified)	16%	3%	0	-1%	-2	11	25	-8%	1%	?	-0.3%
O=C(Cn1cccc1)N1CCN(c2ccc(F)cc2)CC1	-6%	2%	0	3%	8	8	-18	10%	8%	12%	0.1%
Cc1c(C(c2ccc(F)cc2)c2c(C)n(C)n(-c3ccccc3)c2=O)c(=O)n(-c2ccccc2)n1C	6%	0%	5	-8%	-3	-20	-16	29%	2%	-8%	-0.1%
CCN(CC)C(=O)c1sc(NC(=O)Cc2ccc(OC)cc2)c(C#N)c1C	-16%	0%	0	-19%	6	14	-12	-5%	0%	3%	0.2%
CC(C)OC(=O)c1c2c(n3ccccc13)C(=O)c1ccccc1C2=O	?	-2%	-12	-4%	-6	0	-29	-4%	8%	3%	-0.4%
O=C(CN1C(=O)NC2(CCCCC2)C1=O)Nc1nc2c(F)cc(F)cc2s1	1%	.	.	.	-8	2	-11	-3%	4%	11%	0.0%
COCCN(CC(=O)Nc1cccc(C)c1C)C(=O)c1oc2c(Cl)cccc2c1C	-1%	.	.	.	-3	-9	4	-25%	4%	-9%	0.1%
CC(=O)Nc1ccccc1C(=O)N1CCN(Cc2ccc3c(c2)OCO3)CC1	0%	2%	0	0%	-1	1	22	1%	-1%	6%	-0.1%
COc1ccc2ccccc2c1CN1CCN(Cc2ccccc2)CC1	-3%	2%	2	0%	25	-15	5	3%	-1%	-11%	-0.8%
COc1ccc(CCNC(=O)CNS(=O)(=O)c2ccc(N(C)C)c([N+](=O)[O-])c2)cc1OC	-6%	-1%	-1	.	0	3	-1	-3%	4%	0%	-0.4%
COC(=O)/C=c1/s/c(=C(\C#N)C(=O)NCc2ccco2)n(-c2ccccc2)c1=O	13%	-1%	1	3%	1	23	24	-4%	2%	-4%	-4.4%
CCc1noc(C)c1C(=O)Nc1cc(S(=O)(=O)N(CC)CC)ccc1N1CCOCC1	0%	.	.	.	6	1	24	-3%	-4%	22%	-0.2%
Cc1ccc(Nc2ccc(C(=O)O)cc2N)cc1	?	-1%	10	0%	-12	-3	-7	3%	5%	-31%	-0.2%
CN1CCN(S(=O)(=O)c2ccc(NC(=O)c3csc4ccccc34)cc2)CC1	-5%	1%	-3	2%	5	11	-4	.	-1%	3%	0.2%
NC(=O)c1c(NC(=O)CSc2nnc(-c3ccco3)n2-c2ccccc2)sc2c1CCC2	?	2%	1	11%	3	-2	13	-8%	?	8%	-0.6%
C=CCn1c(SCCCC)nc(O)cc1=O	?	2%&-2%	9&-7	-10%&-6%	-11&3	-5&15	3&7	-4%&2%	-1%&0%	-5%&-22%	6.8%&-0.6%
Nc1nnc(Sc2ccc(Cl)cc2[N+](=O)[O-])s1	5%	-1%	4	6%	-1	-19	0	6%	1%	-4%	0.4%
CCOC(=O)N1CCN(c2c(N3CCN(c4ccccc4F)CC3)c(=O)c2=O)CC1	-5%	2%	0	0%	1	-10	-6	-5%	-1%	2%	-0.3%
CCOc1ccccc1N(CC(=O)N/N=C(\C)c1cccc(Br)c1)S(C)(=O)=O	0%	6%	0	0%	-2	-2	3	2%	1%	-11%	0.0%
COC(=O)C1=C(Nc2ccc(OC)cc2)C=C(C)C(C(=O)OC)C1c1ccc(C)cc1 (stereo unspecified)	9%	-1%	-1	-7%	3	-35	-12	-1%	-1%	-24%	0.4%
COc1ccc(S(=O)(=O)N2CCCCC2)cc1NC(=O)CSc1ncnc2ccccc12	?	-1%	-3	0%	-26	-13	12	?	2%	10%	0.1%
Cc1ccsc1-c1cc(C(=O)O)c2c(ccc3ccccc32)n1	?	0%	-3	-3%	1	8	3	-7%	2%	6%	0.4%
CCOc1cc(NC(=S)NCCCN2CCOCC2)c(OCC)cc1NC(=O)c1ccco1	0%	-4%	-10	.	3	9	-14	1%	-2%	5%	0.4%
C=C(C)C(=O)Nc1cccc(C2=NOC3(C2)C[C@H](C(N)=O)N(C(=O)/C=C/C)C3)c1 (stereo partly specified)	-7%	0%	-1	-1%	6	6	-19	4%	8%	2%	-0.8%
CN(CCc1ccccn1)C(=O)CCC1CCCN(C(=O)c2ccsc2)C1 (stereo unspecified)	2%	1%	2	-9%	18	26	11	-3%	0%	8%	-1.1%

An excerpt from above in order of formula weight, descending.
SMILES	Chronic BCR inh	GALK inh	Coupling enz	PKM2 act	KCNH2 WT inh	KCNH2 3.1 inh	Giardia killer	uPA generation	USP2a block	Eya2 phos inh	B2AR arrestin
CCOC(=O)N1CCN(c2c(N3CCN(c4ccccc4F)CC3)c(=O)c2=O)CC1	-5%	2%	0	0%	1	-10	-6	-5%	-1%	2%	-0.3%
CN(CCc1ccccn1)C(=O)CCC1CCCN(C(=O)c2ccsc2)C1 (stereo unspecified)	2%	1%	2	-9%	18	26	11	-3%	0%	8%	-1.1%
Cc1ccsc1-c1cc(C(=O)O)c2c(ccc3ccccc32)n1	?	0%	-3	-3%	1	8	3	-7%	2%	6%	0.4%
